High-throughput results: PubChem, several laboratories
CHT inh: inhibitors of human choline transporter CHT. AID 488975. 310,000 tested, 0.86% active. Q9GZV3. B-score at 10 µM. CHT-expressing cells, membrane potential dye, choline response; hits give low values;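 active = B-score over 3 SD under the library average, and starting fluorescence ratio not unusually high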;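 also: choline stimulus applied at its EC90 after an EC20 pre-addition; B-score computed on integrated fluorescence ratio after choline addition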
Target sequence (Q9GZV3 whole entry, looked up): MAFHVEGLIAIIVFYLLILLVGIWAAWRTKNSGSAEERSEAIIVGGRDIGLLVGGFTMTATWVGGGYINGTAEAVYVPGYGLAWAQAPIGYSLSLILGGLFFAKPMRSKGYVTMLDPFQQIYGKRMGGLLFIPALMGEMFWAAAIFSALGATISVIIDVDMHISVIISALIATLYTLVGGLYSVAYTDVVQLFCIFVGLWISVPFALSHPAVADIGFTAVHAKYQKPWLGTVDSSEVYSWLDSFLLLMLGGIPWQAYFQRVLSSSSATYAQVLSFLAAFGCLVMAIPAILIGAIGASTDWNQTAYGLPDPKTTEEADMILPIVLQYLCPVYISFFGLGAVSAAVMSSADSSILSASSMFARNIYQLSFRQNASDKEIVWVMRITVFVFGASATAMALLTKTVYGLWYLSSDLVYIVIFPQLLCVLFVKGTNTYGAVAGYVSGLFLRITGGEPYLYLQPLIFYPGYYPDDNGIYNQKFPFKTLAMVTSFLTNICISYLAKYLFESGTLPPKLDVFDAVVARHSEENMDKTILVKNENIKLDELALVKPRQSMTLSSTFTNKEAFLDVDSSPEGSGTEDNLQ
STK33 inh: blocks human STK33 kinase activity; 320,000 tested, 0.073% active; Q9BYT3; purified STK33, MBP phosphorylation, ADP-Glo luminescence; inhibition, % at 10 µM;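 active = inhibition at or above 25%, using the most active replicate where run in duplicate; inactive = inhibition below 25%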
Target sequence (Q9BYT3 whole entry, looked up): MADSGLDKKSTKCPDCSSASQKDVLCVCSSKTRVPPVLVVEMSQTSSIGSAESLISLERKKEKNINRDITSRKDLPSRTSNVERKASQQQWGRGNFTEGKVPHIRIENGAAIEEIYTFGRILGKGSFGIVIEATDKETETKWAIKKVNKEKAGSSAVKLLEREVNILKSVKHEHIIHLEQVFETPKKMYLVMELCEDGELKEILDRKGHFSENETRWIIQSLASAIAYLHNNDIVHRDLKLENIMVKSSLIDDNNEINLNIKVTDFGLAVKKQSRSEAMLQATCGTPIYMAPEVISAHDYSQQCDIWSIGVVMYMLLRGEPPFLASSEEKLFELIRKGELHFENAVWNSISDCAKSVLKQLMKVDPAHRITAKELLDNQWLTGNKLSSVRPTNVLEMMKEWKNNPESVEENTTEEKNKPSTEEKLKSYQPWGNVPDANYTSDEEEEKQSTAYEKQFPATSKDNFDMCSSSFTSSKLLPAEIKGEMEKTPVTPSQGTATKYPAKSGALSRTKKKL
CHT allo act: human CHT allosteric activation; Q9GZV3; 310,000 tested, 0.49% active; B-score at 10 µM; AID 488977; CHT-expressing cells, membrane potential dye, choline EC20; hits give high values; LV-AA mutant CHT in HEK293 cells;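 active = initial fluorescence not abnormally high and integrated response B-score, plate-corrected, over 3 SD above library mean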
* hit, by the source's call; i = inactive; . = no result given. No enrichment for hits; 1.5% or so of the library scored in one or more.

Order of results: CHT inh | STK33 inh | CHT allo act
> O=C(CSc1nc(-c2ccccc2)cc(C(F)(F)F)n1)NCCN1CCOCC1
 : i | -1.4 | i
> O=C(NCc1ccc(F)cc1)C1CCN(S(=O)(=O)N2CCOCC2)CC1
 : i | -3.5 | i
> O=C(O)CCSCCC(=O)O
 : i | -0.5 | i
> CCOC(=O)CNc1ncc([N+](=O)[O-])cc1C#N
 : i | 0.4 | i
> O=C(NCCc1cccc(Cl)c1)c1ccc(Cl)c([N+](=O)[O-])c1
 : i | . | i
> Cc1ccc(CNC(=O)C(Cc2ccccc2)n2cccc2)cc1 (stereo not given)
 : i | -2.0 | i
> Nc1nc(-c2ccccc2)[nH]c(=O)c1N
 : i | 3.4 | i
> COc1ccc(C(=O)NCCN=C2NS(=O)(=O)c3ccccc32)cc1
 : i | -1.8 | i
> CCOc1ccc(Cl)cc1S(=O)(=O)N1CCN(c2ccc(F)cc2)CC1
 : i | 0.1 | i
> Cc1ccc(S(=O)(=O)c2nc(-c3ccccc3)oc2SCC(=O)NCC2CCCO2)cc1 (stereo not given)
 : i | -0.3 | i
> Cc1nc2ccccc2n1CC(O)c1ccccc1 (stereo not given)
 : i | -0.6 | i
> COc1ccc(C(CCNCc2ccc(OC(C)C)cc2)c2ccccc2OC)cc1 (stereo not given)
 : i | 0.1 | 6.7*
> CCN(CC)S(=O)(=O)c1cccc(C(=O)N2CC(O)CC2C(=O)OC)c1 (stereo not given)
 : i | -1.0 | i
> O=C(CSc1nnc(-c2cccs2)n1-c1ccccc1)NCc1ccc2c(c1)OCO2
 : i | 0.5 | i
> Cc1ccc(-c2cc(C(=O)NCCCN3CCOCC3)c3ccc(Cl)c(C)c3n2)cc1
 : i | -1.2 | i
> O=Cc1ccc(OC(=O)Cc2ccc(F)cc2)cc1
 : i | -2.3 | i
> O=C(Cn1nnc2ccccc21)OCC(=O)c1ccccc1
 : i | 0.7 | i
> CCn1c(SCc2cccc(OC)c2)nc2ccccc2c1=O
 : i | 0.1 | i
> COCCN1C(=S)N[C@@H](c2cccc(F)c2)C(C(=O)OC)=C1C
 : i | 0.3 | i
> CC(C)CC(=O)Nc1cc2nn(-c3ccccc3)nc2cc1Cl
 : i | -1.6 | i
> O=C(CCN1CCN(C/C=C/c2ccccc2)CC1)Nc1ccccc1F
 : i | 0.3 | i
> CC1CCCN(c2nc3c(c(=O)[nH]c(=O)n3C)n2CCCc2ccccc2)C1 (stereo not given)
 : i | -0.9 | i
> Cc1ccc(S(=O)(=O)CCN2C=CC(C(F)(F)F)=NCC2)cc1
 : i | -2.4 | i
> COc1cccc(/C=N\NC(=O)c2ccc(Cn3cc(Br)c([N+](=O)[O-])n3)o2)c1O
 : i | -1.7 | i
> CCOC(=O)c1ccc(COC(=O)CNS(=O)(=O)c2ccccc2)cc1
 : i | -0.6 | i
> Cc1ccc2c(c1)CCCN2C(=O)c1ccncc1
 : i | -0.9 | i
> COc1ccc(NC(=O)CCn2c(=O)c3cccn3c3ccccc32)cc1
 : i | 0.8 | i
> Fc1ccc(CN2CCN(c3ncccn3)CC2)cc1
 : i | 0.2 | i
> Cc1noc(C)c1C(=O)Nc1ccccc1-c1ccccc1
 : i | 0.0 | i
> Oc1cc(OCc2ccccc2)ccc1-c1[nH]ncc1-c1ccccc1
 : i | -1.1 | i
> CCOC(=O)C1=C(CSc2nc(CC)c(C)cc2C#N)OC(N)=C(C#N)C1c1ccc(OC)cc1 (stereo not given)
 : i | -4.2 | i
> COc1cc(Nc2nc3ccc(Cl)cc3n3cnnc23)cc(OC)c1OC
 : i | 0.7 | i
> COC(=O)NNC(=O)C(C)Oc1ccc(Cl)cc1Cl (stereo not given)
 : i | -0.8 | i
> CCN(CC)S(=O)(=O)c1ccc2nc(CSc3nnnn3-c3ccc(O)cc3)[nH]c2c1
 : i | 3.1 | i
> COc1ccc(C(=O)/C=C/c2ccc(-c3ccccc3)cc2)cc1CSCC(=O)O
 : i | -0.5 | i
> Cc1cccn(Cc2c(Cl)cccc2Cl)c1=O
 : i | 0.2 | i
> CCN(CC)c1ccc2cc(C(N)=O)c(=N)oc2c1
 : i | -0.4 | i
> CSCC[C@H](NC(=O)CC(C)(C)C)c1nc2ccccc2[nH]1
 : i | 0.1 | i
> Cc1ccc(S(=O)(=O)CCC#N)cc1
 : i | -1.0 | i
> COc1cc(C(c2nnnn2C2CCCC2)N2CCN(C(=O)c3ccco3)CC2)cc(OC)c1OC (stereo not given)
 : i | -2.3 | i
> O=C(O)c1cccc(N/N=C/c2ccc(OC(F)(F)F)cc2)c1
 : i | 1.7 | i
> COc1ccc(Cn2nnnc2C(c2cc3cccc(C)c3[nH]c2=O)N2CCOCC2)cc1 (stereo not given)
 : i | -1.4 | i
> CC1(C)C(C=C(Cl)Cl)C1C(=O)N(Cc1ccccc1Cl)C1CCS(=O)(=O)C1 (stereo not given)
 : i | 1.2 | i
> Cc1ccsc1/C=N/NC(=O)c1ccc2c(c1)OCCO2
 : i | 1.0 | i
> O=C(Nc1cnn(Cc2ccccc2)c1)c1cc2nc(-c3ccco3)cc(C(F)(F)F)n2n1
 : i | -1.2 | i
> Cc1nc2cc3sc(C)nc3cc2s1
 : i | -2.4 | i
> COc1ccccc1NC(=O)c1cc2c(=O)n(C)c3ccccc3c2n1C
 : i | -1.5 | i
> CN1CCN(Cc2nc3ccccc3c(=O)n2Cc2nc(-c3ccc4ccccc4c3)cs2)CC1
 : i | -0.2 | i
> COc1ccc(C2/C(=C(\O)c3ccc4c(c3)OCCO4)C(=O)C(=O)N2c2nc(C)c(C(C)=O)s2)cc1 (stereo not given)
 : i | -0.6 | i
> N#CC1=C(N)Oc2n[nH]c(-c3cccs3)c2C1c1ccncc1 (stereo not given)
 : i | 0.6 | i
> CC1(C)CNC(=O)CC(C)(C)N1O
 : i | -0.5 | i
> O=C(Nc1ccccc1)c1ccc(S(=O)(=O)N2CCOCC2)cc1
 : i | -4.8 | i
> CCOC(=O)c1cnc(SCC(=O)Nc2nc(C)c(C)s2)nc1N
 : i | -1.0 | i
> CCN=C1S/C(=C/c2ccc(-c3ccc(F)cc3)o2)C(=O)N1CC
 : i | -1.1 | i
> COc1ccc(-c2n[nH]c(=S)n2Cc2ccccc2)cc1
 : i | -0.7 | i
> Cc1ccccc1C(=O)Nc1ccnn1C1CCN(Cc2ccc(CO)o2)CC1
 : i | -1.1 | i
> O=C(COC(=O)c1ccccc1NCCO)Nc1cc(C(F)(F)F)ccc1N1CCOCC1
 : i | -0.4 | i
> O=C(NC1CCCC1)C(c1ccccn1)N(C(=O)c1csnn1)c1ccc(F)cc1 (stereo not given)
 : i | -1.3 | i
> O=C(CCc1ccccc1)OCCOC(=O)CCc1ccccc1
 : i | 0.9 | i
> CCn1cc(C2C(C(=O)Nc3cc(C)ccn3)=C(C)NC3=C2C(=O)CC(C)(C)C3)c(C)n1 (stereo not given)
 : i | -1.9 | i

5 entries drawn at random from those above:
Order of results: CHT inh | STK33 inh | CHT allo act
> CC1(C)CNC(=O)CC(C)(C)N1O
 : i | -0.5 | i
> Cc1nc2cc3sc(C)nc3cc2s1
 : i | -2.4 | i
> COc1ccc(C2/C(=C(\O)c3ccc4c(c3)OCCO4)C(=O)C(=O)N2c2nc(C)c(C(C)=O)s2)cc1 (stereo not given)
 : i | -0.6 | i
> COc1ccccc1NC(=O)c1cc2c(=O)n(C)c3ccccc3c2n1C
 : i | -1.5 | i
> Cc1ccccc1C(=O)Nc1ccnn1C1CCN(Cc2ccc(CO)o2)CC1
 : i | -1.1 | i

Other results.
Order of results: CHT inh | STK33 inh | CHT allo act
> Cc1c(-c2c(C#N)c(N)nc3c2CCCCCC3)cnn1C
 : i | -0.2 | i
> O=[N+]([O-])c1c(Nc2ccc(O)cc2)cc(Cl)c2nonc12
 : i | 5.7 | i
> Cc1ccc(NC(=O)Cc2nnc(SCC(=O)NC3CCCC3)n2C)cc1
 : i | -1.0 | i
> COc1ccc(S(=O)(=O)Oc2c(OC)cc(C(=S)N3CCOCC3)cc2OC)cc1
 : i | -0.6 | i
> COc1cc([C@@H]2CC=C(C(=O)O)CN2S(=O)(=O)c2ccc(C)cc2)cc(OC)c1OC
 : i | -0.9 | i
> N#CC1(C#N)[C@@H](C(=O)C23CC4CC(CC(C4)C2)C3)C12CCOCC2
 : i | -0.8 | i
> CN=c1scc(C)n1/N=C/c1ccc(O)c(O)c1O
 : i | 4.3 | i
> O=S(=O)(Nc1ccc(-c2cnco2)cc1)c1ccccc1
 : i | -0.6 | i
> O=C(/C=C/c1ccc(F)cc1)c1ccccc1Br
 : i | -0.2 | i
> COc1ccc(/C(N)=N/OC(=O)Cc2ccccc2)cc1
 : i | 5.0 | i
> O=C(COc1ccccc1)Nc1ccc2c(c1)nc1n2CCOC1
 : i | -1.3 | i
> CCO[C@H]1OC(C(=O)NCc2ccccc2)=C[C@@H](C2CC2)[C@@H]1CCCO
 : i | -0.8 | i
> CC(C)c1ccc(C2c3[nH]c4ccccc4c3C[C@H]3C(=O)N(c4ccccc4C(=O)N4CCC[C@H]4C(=O)O)C(=O)N23)cc1 (stereo not given in full)
 : i | 1.0 | i
> CCC(=O)N1CCN(c2ccc(Cl)cc2NC(=O)c2ccc([N+](=O)[O-])o2)CC1
 : i | 0.4 | i
> COc1ccc(-c2cc(CC3(C(=O)O)CCN(C(=O)OC(C)(C)C)CC3)on2)c(OC)c1
 : i | 0.9 | i
> Cn1cc(/C=N/Nc2ccccc2)c2ccccc21
 : i | 1.9 | i
> CCN1CCN(CCNC(=O)Cn2c(=O)c3cccn3c3ccc(F)cc32)CC1
 : i | -1.0 | i
> Cc1ccc(CNC(=O)CN(c2ccc(C)cc2)S(=O)(=O)c2c(C)n[nH]c2C)cc1
 : i | -2.4 | i
> COc1cccc(CNC(=O)CCC(=O)N2Cc3cccc(OC)c3Oc3ncccc32)c1OC
 : i | 0.7 | i
> COCCCN=Cc1c(C)[nH]n(-c2ccc(Br)cc2Br)c1=O
 : i | -3.2 | i
> c1csc(CNc2ncnc3sccc23)c1
 : i | 0.7 | i
> Clc1cccc(Cl)c1C1=NOC(c2nnc(-c3ccccc3)o2)C1 (stereo not given)
 : i | -2.5 | i
> Cc1ccc(NC(=O)CN(C)S(=O)(=O)c2cccc3cccnc23)cc1F
 : i | -1.7 | i
> C=CCN(CC=C)Cc1c(O)ccc2c1oc(=O)c1ccccc12
 : i | 2.5 | i
> Nc1nc2n(n1)C(c1ccccc1)CC(c1ccc(F)cc1)N2 (stereo not given)
 : i | 0.9 | i
> CC(Oc1cc2oc(=O)c3c(c2cc1Cl)CCCC3)C(=O)NCCN1CCOCC1 (stereo not given)
 : i | 0.4 | i
> COc1ccc(-c2nnc(SCC(=O)Nc3cc(C)on3)n2N)cc1OC
 : i | 5.3 | i
> CC/C(Cc1ccccc1)=N\NC(=O)c1cc(C)oc1C
 : i | -1.3 | i
> COc1ccc(NC(=O)NC(C)C2CC3CCC2C3)cc1 (stereo not given)
 : i | 0.5 | i
> Cc1ccc(/C=N/NC(=O)Cn2nccc2C)o1
 : i | -1.5 | i
> CCCOc1ccc(/C=C/C(=O)NCc2ccccc2)cc1
 : i | -1.5 | i
> CC(C)COP(=O)(c1ccc(N(C)C)cc1)C(O)c1ccccn1 (stereo not given)
 : i | 2.2 | i
> O=C(COC(=O)c1cc(-c2cccs2)nn1-c1ccccc1)Nc1ccc(Cl)c([N+](=O)[O-])c1
 : i | -2.5 | i
> N/C(=N\OC(=O)CCCCCN1C(=O)c2ccccc2C1=O)c1ccccn1
 : i | -0.3 | i
> Cn1c(COc2ccc([N+](=O)[O-])cc2)nnc1SCC(=O)NCC1CCCO1 (stereo not given)
 : i | -0.2 | i
> O=S(=O)(/C(=C/c1ccc(C(F)(F)F)cc1)c1nc2ccccc2[nH]1)c1ccccc1
 : i | 0.1 | i
> O=C(O)CC/C(=N/Nc1ncc(C(F)(F)F)cc1Cl)C(=O)O
 : i | -0.5 | i
> O=C(O)c1cc([N+](=O)[O-])ccc1NCCCc1ccccc1
 : i | -0.7 | i
> O=C(Nc1cccc(F)c1)N1CCC(c2ccccc2)CC1
 : i | -3.5 | i
> Cc1ccc(C)c2nc(SCC(=O)Nc3ccc4c(c3)OCO4)c(C#N)cc12
 : i | -2.0 | i
> COc1ccc(CCC(=O)NCCS(=O)(=O)N2CCN(c3ccccc3F)CC2)cc1
 : i | -0.9 | i
> Cc1c(Br)c([N+](=O)[O-])nn1CC(=O)N1CCN(C23CC4CC(CC(C4)C2)C3)CC1
 : i | -1.7 | i
> Cc1cccnc1NC(=O)C1CCCN(S(=O)(=O)c2ccc3c(c2)oc(=O)n3C)C1 (stereo not given)
 : i | -1.3 | i
> Cc1onc(-c2ccccc2)c1-c1n[nH]c(=S)n1-c1ccc(C(=O)O)cc1
 : i | -0.3 | i
> Cc1ccc(-n2c(SCn3nnc4ccccc4c3=O)nnc2-c2cccnc2)c(C)c1
 : i | 1.5 | i
> CCCCOc1ccc(C(=O)N/C(=C/C=C/c2ccccc2)C(=O)N2CCOCC2)cc1
 : i | -0.4 | i
> CCCCCCCCCC(=O)NNC(=O)c1c(O)c2ccccc2n(CCC)c1=O
 : i | -0.9 | i
> CC(C)CCNC1=NCCCCC1
 : i | 3.0 | i
> O=C(O)c1cn2c3c(ccc(Cl)c3c1=O)OCC2
 : i | -0.1 | i
> O=C(Cc1cccs1)NCCS(=O)(=O)N1CCN(c2ccccc2F)CC1
 : i | -0.2 | i
> CC1(C)Cc2c(C#N)c(NC3CCCCC3)nc(-c3ccco3)c2CO1
 : i | -0.6 | i
> COc1ccc(-c2ccc(SCC(=O)Nc3nccs3)nn2)cc1OC
 : i | -2.0 | i
> CC(C)NC(=O)c1ccc2c(c1)nnn2C
 : i | -1.6 | i
